# Source: PubChem
# M. tuberculosis GlmU – inhibition of mycobacterial GlmU enzyme – biochemical, glucosamine-1-phosphate acetyltransferase (AID 1376). inhibition, %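 (tested at 30 µM in the primary screen)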, or IC50 in µM where a hit was titrated. M. tuberculosis GlmU acetyltransferase enzyme assay; higher % means a stronger effect. 220,000 tested, 0.25% active; in the data active means inhibition above about 13%;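 further: 0% = complete reaction with vehicle and 100% = reaction without substrate; strong numbers were not always called active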
# Mtb RmlCD inh – blocks M. tuberculosis RmlC and RmlD coupled enzymes. RmlC+RmlD coupled enzyme assay, percent inhibition; primary screen in compound mixtures. inhibition, % at 3.6 µM. 160,000 tested, 0.03% active. AID 1533; in the data active means inhibition mostly above about 34%, no sharp cut-off; further: some results filed as inactive read as strong as hits
# Target sequence (P9WH09 whole entry, looked up): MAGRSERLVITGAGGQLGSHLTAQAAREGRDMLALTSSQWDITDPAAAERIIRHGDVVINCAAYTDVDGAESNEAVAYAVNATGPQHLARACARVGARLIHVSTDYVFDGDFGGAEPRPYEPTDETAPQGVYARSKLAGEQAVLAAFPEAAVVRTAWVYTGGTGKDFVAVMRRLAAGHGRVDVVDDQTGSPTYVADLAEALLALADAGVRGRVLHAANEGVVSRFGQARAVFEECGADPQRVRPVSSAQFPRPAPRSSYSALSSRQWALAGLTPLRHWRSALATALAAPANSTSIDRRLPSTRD
# Target sequence (P9WH11 whole entry, looked up): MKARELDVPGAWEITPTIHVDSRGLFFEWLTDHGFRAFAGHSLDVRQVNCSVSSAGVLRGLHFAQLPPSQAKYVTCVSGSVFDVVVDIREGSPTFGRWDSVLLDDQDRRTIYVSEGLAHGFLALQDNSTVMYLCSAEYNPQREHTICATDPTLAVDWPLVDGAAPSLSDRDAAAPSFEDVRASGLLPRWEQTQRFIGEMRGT
# The depositor's hits bear a star; nt = no result given. The list is partial, so the mix of outcomes need not match the whole.
# Screens in order – M. tuberculosis GlmU, Mtb RmlCD inh
O=C(NCc1ccc2c(c1)OCO2)C1CC(=O)N(C2CCCCCCC2)C1 (stereo not given)
    0.7%, 6
CCOCCn1c(SCc2cccc(C)c2)nc2c1c(=O)[nH]c(=O)n2C
    0.3%, 15
COc1ccc(-c2csc3ncnc(Cl)c23)cc1
    2.1%, 11
O=[N+]([O-])c1ccc(NC(=S)NCCc2ccc(Cl)cc2)cc1
    -0.4%, 36
O=C(NCc1ccco1)C1CCN(c2nc3ccccc3n2Cc2ccc(F)cc2)CC1
    0.6%, nt
CCOC(=O)C1=C(C)NC(=O)NC1c1ccc(C)o1 (stereo not given)
    -5.9%, 17
Cc1ccc(S(=O)(=O)N2CC(=O)Nc3ccccc32)cc1C
    -0.8%, -6
Cc1c(C(=O)N2CCOCC2)sc(NC(=O)Cc2ccccc2)c1C#N
    -4.8%, -2
CC(=O)C1=C(C)OC(N)=C(C#N)C1c1cc2cccc(C)c2nc1Cl (stereo not given)
    -1.6%, -5
Cc1cccc(OCC(=O)NCC(=O)N/N=C/c2ccc(O)cc2O)c1
    -2.8%, 16
O=C(O)C1C2CCC(O2)C1C(=O)Nc1cnn(Cc2ccccc2)c1 (stereo not given)
    -4.0%, 1
Cc1cccc(-n2cc(CN3CCN(c4ccccn4)CC3)c(-c3cccc(F)c3)n2)c1
    1.9%, -9
N#Cc1c(N)n(CCOC(=O)c2cccc(Br)c2)c2nc3ccccc3nc12
    3.8%, 5
CC(C)Oc1ccc(CNCC2(O)CCOC(C)(C)C2)cc1 (stereo not given)
    3.4%, nt
Cc1cc(NC(=O)c2nn(C)c(C)c2[N+](=O)[O-])no1
    0.5%, nt
CS(=O)(=O)N(CC(=O)Nc1ccccc1-c1ccccc1)c1ccc(F)cc1
    3.2%, nt
COc1ccc(NC(=O)c2ccc(C)o2)c([N+](=O)[O-])c1
    -2.2%, nt
CCOc1ccc(C(=O)O)cn1
    -3.0%, 1
C=C1CCN([C@H](C(=O)NCc2cc(OC)c(OC)c(OC)c2)C(C)C)S(=O)(=O)c2ccccc21
    -0.9%, nt
CN(c1ccccc1)S(=O)(=O)c1ccc(Cl)c(C(=O)OCC(=O)NCc2ccco2)c1
    1.5%, 8

# New compounds follow
# Screens in order – M. tuberculosis GlmU, Mtb RmlCD inh
C=CCOc1c(Cl)cc(CNc2ccc3[nH]c(=O)[nH]c3c2)cc1OC
    7.3%, 35
COc1cccc(C2=CC(c3cccc(OC)c3OC(F)F)n3nnnc3N2)c1 (stereo not given)
    2.5%, 1
Cc1cc([N+](=O)[O-])ccc1NC(=O)c1cncc(Br)c1
    2.0%, nt
C=CCn1cnc2c(nnn2-c2ccc(C)c(Cl)c2)c1=O
    -5.3%, -12
O=C(COC(=O)CCc1nc2ccccc2s1)NCc1ccco1
    -4.8%, 7
CCCNC(=O)c1nnsc1S(=O)c1ccc(Cl)cc1 (stereo not given)
    103µM*, 6
CCCC1NC(=S)N(C2CCCCC2)C1=O (stereo not given)
    2.8%, -11
COc1ccccc1Oc1ccc(S(=O)(=O)N2CCOCC2)cc1S(=O)(=O)N1CCOCC1
    -1.9%, 5
S=c1[nH]nc(-c2ccccn2)n1/N=C/c1ccc(Br)s1
    2.9%, 6
Cc1ccccc1C(=O)Nc1ccc(-c2nc3ccc(C(=O)c4ccccc4)cc3[nH]2)cc1
    -0.5%, nt
CC(=O)Nc1ccc(S(=O)(=O)c2ccc(C)cc2)cc1
    3.2%, 8
Cc1cc(Br)ccc1SCC(=O)OCC(=O)NC1CC1
    -0.9%, -6
CCOC(=O)C(CCC(=O)O)(CCC(C)C)c1csc(N)n1 (stereo not given)
    2.0%, -4
N=P(N1CCOCC1)(N1CCOCC1)C12CC3CC(CC(C3)C1)C2
    -0.8%, -2
O=C(O)c1nn(-c2ccccc2)c(-c2ccccc2)c1C(=O)c1ccccc1
    3.0%, -8
O=C(NCc1ccco1)C(=O)NCC1OCCN1C(=O)c1ccc(Cl)cc1 (stereo not given)
    0.9%, 11
COc1ccc2c(c1)CCCN2C(N)=Nc1ccc(Cl)cc1
    -1.2%, -15
O=C1SC(c2ccccc2)=C/C1=C\N1CCCCC1
    1.4%, nt
COc1ccc(OC)c(/C=N/NC(=O)Cc2nc3ccccc3[nH]2)c1
    -4.8%, 10
COC/C=C/C1=CC2=CC(=O)C(C)(OC(=O)c3cnc4ccccc4n3)C(=O)C2=CN1Cc1ccc(OC)cc1 (stereo not given)
    -2.9%, nt

# Other entries follow.
# Screens in order – M. tuberculosis GlmU, Mtb RmlCD inh
O=C(CN1C(=O)NC2(CCCCCC2)C1=O)N1CCN(S(=O)(=O)c2ccc(Cl)cc2)CC1
    3.1%, 12
Cc1ccc(-n2nc(CN3CCOCC3)c(-c3ccccc3)c2N)c(C)c1
    -0.8%, -9
COc1ccccc1C(O)P(=O)(OC(C)C)c1ccc(N(C)C)cc1 (stereo not given)
    -1.5%, nt
Clc1ccc(-c2cc3ccccc3[nH]2)cc1
    -0.1%, -7
CCOC(=O)c1nn(-c2ccc(C)cc2)cc1C(=O)c1ccccc1
    -2.2%, nt
CNC(=S)NNC(=O)c1ccc2c(c1)OCO2
    -4.0%, 4
Cc1ccc(OCCCC(=O)Nc2ccc(S(N)(=O)=O)cc2)cc1
    -5.6%, -10
Cc1cc(NC(=O)CCC(=O)N(CC(=O)NC2CCCC2)c2ccccc2)no1
    -2.5%, 11
Cc1csc(=Nc2cccnc2)n1CC1CCCCC1
    -3.8%, 5
O=C(OCC(=O)N1CCN(c2ccccc2)CC1)c1cccc(Cl)c1
    6.6%, 4
O=C(NNC(=O)c1nn(-c2ccc(F)cc2)ccc1=O)c1ccccc1Cl
    4.2%, -10
CCOC(=O)CN1C(=O)NC2NC(=O)NC21 (stereo not given)
    -0.5%, -8
COC(=O)C[C@H]1c2cc(C(F)(F)F)ccc2S(=O)(=O)N1C(C)(C)C
    -2.5%, nt
CC(=O)Nc1cccc(OC(=O)COc2ccc(Br)cc2)c1
    -3.8%, -7
Cc1ccccc1NC(=S)N1CCCC(c2nc3ccccc3[nH]2)C1 (stereo not given)
    5.5%, 7
NS(=O)(=O)c1ccc(NC(=O)CSc2ncnc3ccccc23)cc1
    2.9%, nt
COc1cc2ccccc2cc1C(=O)OCC(=O)NC1CCS(=O)(=O)C1 (stereo not given)
    8.4%, -5
c1nc(N2CCCC2)c2[nH]cnc2n1
    -0.2%, 3
CCCC(CCC(=O)Nc1cccc([N+](=O)[O-])c1)C(=O)O (stereo not given)
    6.2%, 3
CC(=O)c1ccc(OCCCC(=O)n2nnc3ccccc32)cc1
    3.9%, 14

# Additional structures follow.
# Screens in order – M. tuberculosis GlmU, Mtb RmlCD inh
COc1cc(-c2nnc(-c3cc(OC)c(OC)c(OC)c3)o2)cc(OC)c1OC
    -0.7%, -8
Cc1[nH]c2c(Br)cccc2c1[C@H]1[C@@H](CC#N)C1(C)C
    -3.5%, 13
COc1ccc(-n2c(O)c(C(C)=NCCN3CCNCC3)c(=O)[nH]c2=O)cc1
    5.1%, -7
CN(C(=O)c1ccc2c(c1)CCO2)C(C)(C)C
    -0.7%, 11
COc1ccc(N2CCN(C(=O)c3ccc(CSc4ccccc4)cc3)CC2)cc1
    0.0%, -11
N[C@@H](Cc1c[nH]c2ccccc12)c1nnc(SCc2ccc(F)cc2)o1
    -0.4%, 72
Cn1cnnc1SCNC(=O)C(F)(F)F
    6.1%, nt
C=CCN1C(=O)CSc2ccc(C(=O)N3CCC(C)CC3)cc21
    2.8%, 8
CNC(=S)Nc1ccc(Nc2ccccc2)cc1
    1.4%, 3
N#CC1=C(N)Oc2c(c(=O)sc3ccccc23)C1c1cccnc1 (stereo not given)
    -0.7%, 10
Cc1ccc(S(=O)(=O)N(C)C)cc1NC(=O)COC(=O)c1ccc2c(c1)OCCO2
    -3.2%, nt
COc1cc(C(=S)N2CCC(C)CC2)ccc1O
    nt, -8
COc1ccc(OCC(O)Cn2cnc(-c3ccc(Br)cc3)c2)cc1 (stereo not given)
    -2.8%, 15
COc1ccc(-c2nnc(SCC(=O)NCc3ccco3)n2C)cc1
    3.7%, -6
COc1ccc(C(=O)CSc2nnc(CNc3ccc(C)cc3C)o2)cc1
    -1.6%, -1
c1ccc2c(c1)nc(NCC1CCCO1)c1nnnn12 (stereo not given)
    2.0%, 3
CNC(=O)NC(=O)C(C)OC(=O)c1cc2c(s1)CCCCC2 (stereo not given)
    1.7%, -9
Cc1nc(NC(=O)CSc2cc(C)c3ccccc3n2)c(Cl)cc1Cl
    0.5%, 28
COC(=O)CCNc1ccc2c(c1)OCCO2
    0.8%, nt
CC(C)N(CC#CCC(O)(c1ccccc1)C1CCCC1)CCO (stereo not given)
    3.9%, 8

# Some of the entries above, set out differently:
Cc1nc(NC(=O)CSc2cc(C)c3ccccc3n2)c(Cl)cc1Cl
  M. tuberculosis GlmU = 0.5% | Mtb RmlCD inh = 28
COc1ccc(C(=O)CSc2nnc(CNc3ccc(C)cc3C)o2)cc1
  M. tuberculosis GlmU = -1.6% | Mtb RmlCD inh = -1

# Remaining list, next part.
# Screens in order – M. tuberculosis GlmU, Mtb RmlCD inh
Cn1ccsc1=NC(=O)c1ccc(Cl)cc1
    0.1%, -10
O=S(=O)(c1ccc(Br)s1)N1CCN(Cc2ccc3c(c2)OCO3)CC1
    1.2%, nt
O=C(CC12CC3CC(CC(Br)(C3)C1)C2)Nc1cccc(S(=O)(=O)NC2=NCCC2)c1
    0.5%, 8
NNC(=O)c1ccc(Cn2cc(Br)c(N)n2)cc1
    nt, -6
COC(=O)CCCCCCCCC(O)CN1CCCCC1 (stereo not given)
    -1.3%, 1
NC(Cc1cccc2nsnc12)C(=O)O (stereo not given)
    -2.9%, -2
O=C(Nc1cccc(C(F)(F)F)c1)c1ccco1
    -3.7%, nt
CN(C)P1(N(C)C)=NC(C(F)(F)F)=NC(C(F)(F)F)=N1
    0.5%, nt
CC1(C)COC(c2ccc(F)c([N+](=O)[O-])c2)=N1
    0.4%, 8
O=c1n(Cc2ccc(Cl)cc2)c2sc3c(c2c2ncnn12)CCCC3
    4.5%, -10
CCCCOc1ccc(Br)cc1/C(C)=N/NC1=NCCN1
    -13%, nt
O=C(NCc1ccncc1)c1ccc(Br)cc1
    0.8%, nt
O=C(NC(=S)Nc1cccc(C(F)(F)F)c1)c1ccc2nonc2c1
    -2.3%, 55
O=C(Nc1cc(S(=O)(=O)N2CCOCC2)ccc1N1CCOCC1)c1cnccn1
    2.2%, 9
CC(C)Nc1nc(Cl)nc(NN(C)c2nc(N(C)C)nc(N(C)C)n2)n1
    3.1%, 4
CCn1c(COc2ccccc2)nnc1SCC(=O)Nc1cc(C)ccc1OC
    5.3%, -5
COc1cc(OC)cc(C(=O)N[C@H](C(=O)OCC(=O)Nc2ccc(C(C)C)cc2)C(C)C)c1
    2.5%, -6
O=C(Cn1cnc2ccccc2c1=O)OCCCCN1C(=O)c2ccccc2C1=O
    7.3%, -7
O=C(c1ccc(Oc2ccccc2)cc1)c1nc2c(n1O)CCCC2
    -4.1%, 105
CC(=O)Nc1nonc1-c1nc2ccccc2n1CCC(C)C
    nt, -12

# Continued, starting with the last 7 of the part before.
# Screens in order – M. tuberculosis GlmU, Mtb RmlCD inh
O=C(Nc1cc(S(=O)(=O)N2CCOCC2)ccc1N1CCOCC1)c1cnccn1
    2.2%, 9
CC(C)Nc1nc(Cl)nc(NN(C)c2nc(N(C)C)nc(N(C)C)n2)n1
    3.1%, 4
CCn1c(COc2ccccc2)nnc1SCC(=O)Nc1cc(C)ccc1OC
    5.3%, -5
COc1cc(OC)cc(C(=O)N[C@H](C(=O)OCC(=O)Nc2ccc(C(C)C)cc2)C(C)C)c1
    2.5%, -6
O=C(Cn1cnc2ccccc2c1=O)OCCCCN1C(=O)c2ccccc2C1=O
    7.3%, -7
O=C(c1ccc(Oc2ccccc2)cc1)c1nc2c(n1O)CCCC2
    -4.1%, 105
CC(=O)Nc1nonc1-c1nc2ccccc2n1CCC(C)C
    nt, -12
Cc1cc2cc(CNC(=O)c3ccc(S(=O)(=O)N(C)C)cc3)ccc2n1C
    3.4%, 6
Cc1cc(Cl)ccc1OCCCC(=O)N1CCCc2ccccc21
    3.9%, nt
COC(=O)c1cnn(-c2ccccc2)c1/C=N/NC(=S)Nc1ccccc1
    3.8%, -9
O=C(C1CCCN(S(=O)(=O)Cc2ccccc2)C1)N1CCCCC1 (stereo not given)
    0.7%, nt
O=C(OCn1nnc2ccccc2c1=O)C1CCCCC1
    -5.2%, -9
CC1(C)Oc2ccc(NC(=O)c3ccco3)cc2O1
    -3.1%, 8
CCc1ccccc1N(CC(=O)NCCSCc1ccco1)S(C)(=O)=O
    2.5%, nt
Cc1cc(-n2cccn2)ccc1CN1CCN(CC(C)C)C(CCO)C1 (stereo not given)
    -4.4%, 2
N#CCCN1CCN(C(=S)c2ccc(-c3cccc(Cl)c3)o2)CC1
    5.0%, nt
COc1cc(=O)n2c(-c3ccccc3)csc2n1
    2.3%, nt
CCCCNC(=O)C1c2ccccc2Oc2ccccc21
    6.7%, -8
CCN(CC)c1ccc(S(=O)(=O)N(CC)CC)cc1NC(=O)c1cccnc1
    -6.8%, 3
Cc1ccc(OCC(=O)OCCN2C(=O)c3ccccc3C2=O)cc1C
    1.6%, nt
CCOC(=O)N1CCN(C(=O)c2cnn3c(C(F)F)cc(-c4ccc(C)cc4)nc23)CC1
    -1.1%, -12
O=C(c1ccco1)N1CCC(c2ccccc2)C1 (stereo not given)
    9.5%, nt
CCCC(=O)Nc1ccc2oc(-c3cccnc3)nc2c1
    3.3%, -2
Cn1c(SCC(=O)NCc2ccco2)nnc1-c1cccs1
    -2.0%, -7
COC(=O)c1ccc(/C=N/n2cnnc2)cc1
    -4.6%, nt
COC(=O)\C(C(C)=O)=C(/C=C/C=C/N(C)C)N(C)C
    1.2%, nt
O=C(NCCCN1CCCC1=O)c1ccccc1NS(=O)(=O)c1ccc(Br)cc1
    -2.9%, 3
Cc1ccc2c(CC(=O)NCc3ccco3)coc2c1C
    1.0%, 2
